Screening results from PubChem BioAssay.
PHOSPHO1 block: blocks human PHOSPHO1 phosphatase activity | Q8TCT1 | recombinant PHOSPHO1, absorbance phosphatase assay | inhibition, % at 13.3 µM | 1.1% of 290,000 active | AID 1565; in the data active = inhibition above about 60%
UBC9 SUMO inh: inhibitors of human SUMOylation (UBC9); P63279; HTRF SUMOylation assay, SAE1/SAE2 + UBC9, in vitro; inhibition, % at 35 µM; 0.36% of 290,000 active; AID 2006; in the data active = inhibition above about 50%, passing the limit was not always enough; inconclusive = no clear call, values can overlap the other calls; note: strong numbers were not always called active
Target sequence (P63279 whole entry, looked up): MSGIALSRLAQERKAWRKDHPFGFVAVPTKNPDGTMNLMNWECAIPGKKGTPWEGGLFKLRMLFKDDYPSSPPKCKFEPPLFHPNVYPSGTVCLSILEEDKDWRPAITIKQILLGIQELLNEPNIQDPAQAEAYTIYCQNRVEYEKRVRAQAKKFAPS
HCV NS3 hel inh: blocks Hepatitis C virus NS3 helicase unwinding; NS3 helicase DNA unwinding, Cy5 molecular beacon fluorescence; inhibition, % at 10.9 µM; 0.56% of 290,000 active; AID 1800;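 active = inhibition above the mean of all tested compounds plus 3 SD, set per campaign, cut at about 35% in these data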;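 note: 0% = DMSO wells and 100% = thioflavine S control wells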
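Measured by: Cy5 fluorescence, 0 and 60 min reads / Assay system: NS3 helicase fragment of HCV / Control set: low DMSO, high thioflavine S at 110 µM / Times: 1 h reaction at 25 °C, ATP-initiated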
pCIP destab: compounds decreasing mouse p/CIP protein stability; AID 1984; Q05BA5; decrease of EGFP signal, % at 10 µM; F442A p/CIP-EGFP cells, EGFP fluorescence, 16 h; 0.01% of 290,000 active;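 active = EGFP signal decrease of at least 30% at 10 µM or well 3 SD below plate mean, unless failing retest; inactive = the rest, including hits failing retest or dose response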; note: some compounds called inactive have numbers as strong as hits; many of its hits are not listed in these tables
IMP-1 inhibitor: inhibitors of Pseudomonas aeruginosa IMP-1 metallo-beta-lactamase; inhibition, % at 5.6 µM; 0.45% of 290,000 active; purified IMP-1, nitrocefin hydrolysis, epi-absorbance fluorescence; AID 1556;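 active = inhibition above the mean plus 3 SD of all compounds in the same screening run, cut at about 4.5% in these data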;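 note: 0% = IMP-1 with DMSO and 100% = DMSO wells lacking enzyme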
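System: purified recombinant IMP-1 beta-lactamase. Medium: Zinc- and detergent-supplemented HEPES buffer, pH 7.1. Compound: one 5.6 µM dose […]. Schedule: 15 min preincubation plus 25 min reaction at 25 °C. Technique: Epi-absorbance fluorescence, 480 nm excitation, 530 nm emission.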
IDE act: boosts human insulin-degrading enzyme activity in HEK cells | activation, % at 5.96 µM | FAbeta-B cleavage, fluorescence polarization; 0% vehicle, 100% cell-free pure enzyme wells | AID 493087 | 0.073% of 340,000 active | P14735;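 active = activation above the mean of all tested compounds plus 3 SD, set per screening campaign, cut at about 17% in these data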
VIM-2 inh: inhibitors of Pseudomonas aeruginosa VIM-2 metallo-beta-lactamase | 0.89% of 290,000 active | purified VIM-2, nitrocefin hydrolysis, epi-absorbance fluorescence | inhibition, % at 5.6 µM;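 active = inhibition above the mean of all tested compounds plus 3 SD, cutoff set per screening run, cut at about 7.5% in these data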;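 note: red hydrolysis product quenches plate fluorescence so inhibitors raise well fluorescence; 0% = enzyme with DMSO and 100% = DMSO without enzyme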
MEKK3 PB1 HTS: modulators (inhibitors or enhancers) of MEK5 binding to human MEKK3 PB1 domain. Q99759. bead-based flow cytometry, Alexa488-MEK5 binding to MEKK3; actives lie on both sides; 0 = blocked by unlabeled MEK5, 100 = vehicle. binding response (% of control), % at 10 µM. 1.4% of 290,000 active. AID 1529;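 active = binding response more than 3 SD above or below the average of its plate-row segment, actives on both sides; inconclusive = wells at one plate position flagged as instrument error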;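 note: Alexa488 bead fluorescence after subtracting the streptavidin-only scavenger bead signal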
Target sequence (Q99759 whole entry, looked up, the tested form may be a part): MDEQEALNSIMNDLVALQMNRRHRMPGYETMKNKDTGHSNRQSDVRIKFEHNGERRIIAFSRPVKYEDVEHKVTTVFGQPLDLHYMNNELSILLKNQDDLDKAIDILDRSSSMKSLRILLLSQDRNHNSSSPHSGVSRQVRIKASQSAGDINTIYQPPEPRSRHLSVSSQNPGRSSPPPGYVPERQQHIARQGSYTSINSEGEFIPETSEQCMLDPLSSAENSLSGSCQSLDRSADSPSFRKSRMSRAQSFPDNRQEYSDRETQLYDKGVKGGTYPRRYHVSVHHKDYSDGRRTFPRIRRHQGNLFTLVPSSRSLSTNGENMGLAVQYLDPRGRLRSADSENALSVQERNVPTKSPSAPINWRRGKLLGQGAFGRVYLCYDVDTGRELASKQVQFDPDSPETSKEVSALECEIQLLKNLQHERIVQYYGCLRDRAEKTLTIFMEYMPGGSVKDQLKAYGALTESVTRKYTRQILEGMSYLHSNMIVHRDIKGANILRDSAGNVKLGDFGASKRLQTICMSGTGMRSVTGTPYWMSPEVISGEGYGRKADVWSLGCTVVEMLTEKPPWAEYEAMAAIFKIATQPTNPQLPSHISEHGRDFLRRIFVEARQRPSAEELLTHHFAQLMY
DNA FID counter: counter-screen for HCV NS3 helicase inhibitors: DNA intercalator displacement; 0.17% of 290,000 active; AID 1845; DNA fluorescent intercalator displacement, fluorescence; inhibition, % at 7.9 µM; in the data active = inhibition above about 37%;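 note: 0% = vehicle and 100% = reference compound; higher means more ethidium bromide displaced from hairpin DNA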
An asterisk follows results filed as active; ? = inconclusive; · = no result given.

Second line of a record – PHOSPHO1 block	UBC9 SUMO inh	HCV NS3 hel inh	pCIP destab	IMP-1 inhibitor	IDE act	VIM-2 inh	MEKK3 PB1 HTS	DNA FID counter
Oc1c(Br)cc(C2N=C(c3ccccc3Cl)NO2)cc1Br (stereo unspecified)
    37	8	7	-9	-3.5	5	-1.6	119	-1
Cc1ccn2c(/C=N/OCc3cccc(F)c3)c(-c3ccc(Cl)cc3)nc2c1
    15	-33	-2	5	-0.9	-8	-0.5	101	-1
CCCCN(C)CCNC(=O)c1cc2cc3ccc(OC)cc3nc2o1
    38	28	-15	-2	0.1	0	3.6	101	8
O=C(c1ccc(NS(=O)(=O)c2cccs2)cc1)N1CCCCC1
    20	18	10	-19	-0.9	2	1.6	103	-21
O=C(COC(=O)c1nsc(Cl)c1Cl)NC1CCCCC1
    4	2	8	4	-1.4	4	1.8	100	-11
C/C(=N\NC(=O)c1cc(Br)ccc1O)c1cccs1
    32	-10	-13	4	-1.9	5	-3.0	97	-2
CCOc1ccc(C(=O)N2CCC3(CC2)NCCc2[nH]cnc23)cc1
    18	·	2	-11	-1.3	7	-6.5	99	7
Nc1ccc(-c2nc3cc(N)ccc3o2)cc1
    -19	?	-7	-1	-0.9	5	-0.5	100	-2
CCOC(=O)c1c(-c2ccccc2)c2cc(OC)ccc2n1CCCN(C)C
    ·	0	-60	3	1.6	1	-0.6	107	33
O=C(C1CC(=O)N(c2ccc(F)cc2)C1)N1CCN(c2ccccc2)CC1 (stereo unspecified)
    43	9	-2	-3	-1.1	3	-0.9	99	-25
CN(C)S(=O)(=O)c1ccc(C(=O)Nc2nnc(Cc3ccccc3)s2)cc1
    12	8	-3	-1	3.1	9	-1.2	101	-8
O=C(CNC(=O)C12CC3CC(CC(C3)C1)C2)N/N=C\c1ccco1
    23	13	7	-8	-1.0	6	-1.5	104	-12
Oc1ccc2ccccc2c1-c1sc(Nc2ccccc2)n[n+]1-c1ccc(F)cc1
    -24	10	-11	-15	0.5	2	17*	95	-4
C[C@H](O)[C@@H](C(=O)N1CCN(C(=O)OC(C)(C)C)CC1)n1cc(CCCCNC(=O)OC(C)(C)C)nn1
    30	10	0	0	-1.9	3	-0.1	98	-34
Cc1ccc(-n2c(SCc3ccc([N+](=O)[O-])cc3)nc3ccccc3c2=O)cc1
    -3	6	3	4	-2.0	-4	-0.4	101	3
CC(C)n1nc(C(=O)Nc2cccc(S(=O)(=O)NCc3ccco3)c2)c2ccccc2c1=O
    30	2	3	-6	-0.9	5	1.0	118	-24
Clc1ccc(Nc2ncn[nH]2)c(Cl)c1
    8	8	-3	2	-1.4	-8	-3.1	102	-3
CCOC(=O)c1c(C)c(C(=O)Nc2ccc3c(c2)OCO3)c(C)n1C
    -106	4	7	-7	-3.3	-3	-3.0	101	-12
COc1ccc(CC(=O)NCc2cccs2)cc1
    -10	27	11	-1	-2.4	-1	-5.2	89	-1
COc1c(F)c(F)cc2c(=O)c(C(=O)O)cn(C3CC3)c12
    20	19	-10	-8	-1.6	2	2.2	104	-2
COc1ccc(C[C@H]2CN3C(=NC[C@H]3C)N2CCNC(=O)c2ccc(C)c(Br)c2)cc1
    9	-3	-64	-5	-2.8	3	-3.3	104	40*
CSc1ccc(CCNC(=O)C2CCCN(c3nn4c(=O)cc(C)nc4s3)C2)cc1 (stereo unspecified)
    19	-8	-17	1	-3.9	0	-4.1	99	-26
Cc1noc(C)c1COc1ccc(C(=O)NCC2CCCO2)cc1 (stereo unspecified)
    -23	4	7	-1	-0.8	4	2.2	109	-7
COCCNC(=O)c1cc2c(-c3ccc(Cl)cc3)nn(C)c2s1
    -21	6	-11	8	-2.2	-3	-0.8	101	-18
O=C(Cc1c[nH]c2ccccc12)NC1(C(=O)NC2CCCCC2)CCCCC1
    -2	-6	1	10	-2.3	3	-2.7	105	-21
Cc1onc(-c2ccccc2Cl)c1C(=O)Nc1ccc2c(c1)OCO2
    52	10	2	-10	-2.6	-1	-3.1	85	-8
Cc1cc(NC(=O)Nc2cccc(C)c2C)no1
    42	-7	-3	-11	-2.1	6	-4.0	106	-2
Nc1ccc(-c2nc3ncccc3o2)c(Cl)c1
    54	18	18	-6	-0.3	3	-1.4	96	-3
O=C(NC(=S)Nc1cccc([N+](=O)[O-])c1)C1CCCC1
    26	-1	-9	3	-0.7	2	-0.1	84	-1
COc1cccc(N=Cc2c(O)c3ccccc3oc2=O)c1
    ·	6	23	10	0.2	-1	1.4	102	-13
CC(=O)N1CCN(CC(=O)Nc2ccc(Cl)c(S(=O)(=O)N(C)C)c2)CC1
    -8	-19	-6	3	-3.4	6	-2.6	97	2
COc1ccccc1N1CCN(C(=O)c2ccc([N+](=O)[O-])s2)CC1
    -21	26	-3	-21	0.4	7	-0.3	101	-13
CC1CCCN(C(=O)c2sc3cc([N+](=O)[O-])ccc3c2Cl)C1 (stereo unspecified)
    18	-6	-5	-1	-1.6	2	1.1	101	-9
COc1ccc(CCNC(=S)NC(=O)c2cccc([N+](=O)[O-])c2)cc1OC
    43	3	0	13	-1.7	3	-4.5	103	-25
O=C(CN(C(=O)CCC(=O)Nc1ccccn1)c1ccc2c(c1)OCCO2)NCCc1ccccc1
    17	11	·	-8	·	4	·	119	·
Cc1ccc(OCCCC(=O)Nc2nc3ccccc3[nH]2)cc1
    21	19	-2	2	-3.6	1	-4.4	101	-5
OCCCNc1ncnc2c1cnn2-c1ccc(Cl)cc1
    20	4	1	8	-0.7	0	-2.1	97	-3
Cc1cccc(Cn2c(N3CCCCC3C)nc3c2c(=O)[nH]c(=O)n3C)c1 (stereo unspecified)
    2	-4	-4	-18	2.6	-2	-2.2	105	-33
Cc1ccc(NC(=O)Nc2cc(S(=O)(=O)N(C)C)ccc2C)cc1
    -17	-5	-7	-11	-2.2	1	-2.4	103	-4
Cc1cnc(C(=O)OCc2csc(CC(=O)Nc3ccccc3C)n2)cn1
    12	-2	10	-14	-0.3	4	0.5	96	-9
Nc1nonc1-n1nnc(C(=O)N/N=C/c2cccnc2)c1CSc1ccccc1
    46	-1	13	4	0.1	4	-1.0	102	-11
Cc1oc(-c2ccccc2Cl)nc1CN(Cc1ccccn1)C[C@@H]1CCC(=O)N1
    11	10	2	6	-1.4	-3	-3.1	102	-24
CC(C)(C)c1cc(CCC(=O)NCc2cccnc2)cc(C(C)(C)C)c1O
    -159	11	1	-11	-0.1	-3	-0.2	100	-42
CCOC(=O)c1c(CN2CCOCC2)oc2ccc(OC(C)=O)cc12
    ·	16	-4	10	1.5	7	-0.4	107	-24
COc1ccc(NS(=O)(=O)c2ccc(NC(=S)NC(=O)c3cccnc3)cc2)nn1
    36	8	11	-2	-3.6	·	-2.7	97	-6
CS(=O)(=O)c1ccc2nc(NC(=O)c3ccc(NS(=O)(=O)c4ccc(F)c(F)c4)cc3)sc2c1
    33	10	-24	-5	0.5	11	1.7	112	2
Cc1c(Cl)cccc1NC(=O)CCN1CCOCC1
    14	-7	2	-2	-1.9	-3	0.1	99	-1
O=C(Oc1ccccc1N1C(=O)C2CCCCC2C1=O)c1ccc(Cl)cc1 (stereo unspecified)
    -3	12	6	-3	-2.1	7	-1.9	101	-27
NCC(c1ccco1)c1c[nH]c2ccccc12 (stereo unspecified)
    34	16	3	-7	-2.9	-5	-0.9	102	-4
CCc1cccc(CC)c1NC(=O)C(CC)Sc1nc2ccncc2[nH]1 (stereo unspecified)
    -16	3	-3	-3	-4.5	2	-3.0	96	-23
CCOC(=O)Cn1c(=O)oc2cc(S(=O)(=O)N3CCN(C(=O)OCC)CC3)ccc21
    34	3	15	3	0.2	6	0.3	100	-6
Cc1ccccc1-n1nnnc1SCc1csc(-c2ccccc2)n1
    7	10	-8	-4	-1.8	3	0.6	109	-20
Cc1ccc(C)c(NC(=O)C[n+]2ccccc2)c1
    24	3	0	-12	0.2	0	-0.6	102	-1
COc1ccccc1OCCNc1nc2c(c(=O)n(C)c(=O)n2C)n1C
    -2	-10	4	2	-2.2	2	-1.5	102	-2
CCCCNC(=O)COC(=O)CCC(=O)c1cccs1
    -15	-6	3	2	-2.9	4	-0.8	99	1
Cc1cnc(C(=O)Nc2ccccc2-n2cccc2)cn1
    7	8	4	-14	-6.5	0	-1.7	103	-14
Cc1occc1-c1nnc(SCC(=O)c2ccc3c(c2)OCCO3)n1CC1CCCO1 (stereo unspecified)
    0	6	-2	-5	-1.1	4	-0.1	117	-36
CC(=O)c1ccc(NC(=O)CN2CCN(CC(=O)Nc3ccc(C(C)=O)cc3)CC2)cc1
    1	0	7	5	-2.5	0	-1.1	101	-3
COc1ccc(-c2nc3ccccc3c(=O)n2CCOc2cc(C)ccc2C)cc1
    16	6	-1	-18	-1.1	-3	-5.0	100	1
COc1ccc(S(N)(=O)=O)cc1C(=O)OCCCOc1ccc(F)cc1
    6	4	4	-8	-4.2	3	-2.5	100	-16
CCOc1cc(S(=O)(=O)NCc2ccc(OC)cc2)c(OCC)cc1-n1cnnn1
    1	4	-1	6	-3.0	2	-0.2	98	-8
CSCCC(NS(=O)(=O)c1c(Cl)cccc1Cl)C(=O)O (stereo unspecified)
    40	3	0	-6	1.4	2	0.0	101	-2

These rows are one share of the data (hit frequency here may not be typical).
